# Screening results: PubChem, several laboratories
# dFosB activator: activators of mouse delta FosB homodimer; 340,000 compounds, 0.99% hits; P13346; activation, % at 25 µM; purified delta FosB, TAMRA-CDK5 oligo fluorescence polarization; percent of positive-control signal above neutral wells;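 active means mean activation above about 17%, with every replicate also reaching it, limit read from the data, passing the limit was not always enough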;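 further: fluorescence polarization rise as delta FosB binds a TAMRA Cdk5 AP-1 oligo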
# Target sequence (P13346 whole entry, looked up): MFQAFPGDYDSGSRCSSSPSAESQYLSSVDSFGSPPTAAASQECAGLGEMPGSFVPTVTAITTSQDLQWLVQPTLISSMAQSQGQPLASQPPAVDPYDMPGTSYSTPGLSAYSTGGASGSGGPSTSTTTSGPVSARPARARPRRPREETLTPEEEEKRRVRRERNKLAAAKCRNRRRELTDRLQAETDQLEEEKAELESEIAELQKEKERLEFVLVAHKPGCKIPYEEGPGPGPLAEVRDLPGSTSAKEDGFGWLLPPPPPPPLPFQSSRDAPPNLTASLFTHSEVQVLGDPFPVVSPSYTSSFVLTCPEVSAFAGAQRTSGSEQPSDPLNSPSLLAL
# NSD2 inh: NSD2 (human) methyltransferase inhibition; NSD2 peptide methylation, AlphaScreen, 120 min; inhibition, % at 12.5 µM; O96028; AID 743445; 310,000 compounds, 0.54% hits; in the data active means inhibition above about 50%
# HTR5A inv ag: counter-screen for OPRM1-OPRD1 inverse agonists: human HTR5A inverse agonism. inhibition, % at 9.3 µM. P47898. 340,000 compounds, 0.083% hits. HTR5A cell line, luminescence. AID 504634; in the data active means inhibition mostly above about 23%, no sharp cut-off; inactive means mostly below about 18%;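 further: 0% = cells with DMSO and 100% = no-cell wells with DMSO; some compounds called inactive have numbers as strong as hits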
# HTR5A ag: counter-screen for OPRM1-OPRD1 agonists: human HTR5A agonism | AID 504692 | activation, % at 9.3 µM | 340,000 compounds, 0.61% hits | HTR5A agonist assay, luminescence, cell-based | P47898; in the data active means activation mostly above about 9.5%, no sharp cut-off; inactive means mostly below about 7.6%;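 further: 0% = cells with vehicle only and 100% = reference agonist; strong numbers were not always called active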
# Wnt bcat act: Wnt/beta-catenin pathway activation | activation, % at 9.35 µM | 300,000 compounds, 1.2% hits | AID 743398 | Wnt/beta-catenin reporter cell assay, activator, plate reader; in the data active means activation above about 30%, passing the limit was not always enough;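 further: 0% = neutral control wells and 100% = positive control wells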
# MITF TRPM1 HTS: MITF TRPM1 promoter activation in melanoma cells. SK-MEL-5 TRPM1-promoter luciferase, 24 h; % of positive control, neutral wells = 0. activation, % at 12.5 µM. 300,000 compounds, 0.75% hits. AID 588334;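 active means mean activation of at least 80% with every replicate also reaching 80%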;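 further: 0% = neutral control wells and 100% = parthenolide positive control wells; values of inactives mirror those of a sister screen read the other way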
# CDK5 p35 inh: inhibitors of human CDK5/p35 kinase; Recombinant CDK5/p35, ADP-Glo luminescence, 60 min; inhibition, % at 10 µM; 330,000 compounds, 0.01% hits;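 active means highest replicate inhibition of at least 50% and at least 75% of replicates reaching 50%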;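 further: plate controls were DMSO neutral control for no effect and GW8510 at 10 µM for full effect; many of its hits are not listed in these tables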
# V-ATPase pHluor: regulators of yeast V-ATPase proton transport. S. cerevisiae, pHLuorin cytosolic pH fluorescence. response, % at 10 µM. 350,000 compounds, 0.37% hits. AID 504577; in the data active means response mostly above about 7.3%, no sharp cut-off; inactive means mostly below about 5.4%; further: actives read high; inactives centre near 0; some compounds called inactive have numbers as strong as hits; reference of the scale not given here
# SR-BI DiI inh: blocks mouse SR-BI lipid uptake from DiI-HDL. Q61009. ldlA[mSR-BI] CHO cells, DiI-HDL uptake fluorescence, 3 h. inhibition, % at 12.5 µM. 320,000 compounds, 0.96% hits. AID 488896;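 active means mean replicate inhibition of at least 70% and a set share of replicates each scoring 70 or more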;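 further: 0% = median of neutral control wells and 100% = median of positive control wells; values of inactives mirror those of a sister screen read the other way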
# Target sequence (Q61009 whole entry, looked up): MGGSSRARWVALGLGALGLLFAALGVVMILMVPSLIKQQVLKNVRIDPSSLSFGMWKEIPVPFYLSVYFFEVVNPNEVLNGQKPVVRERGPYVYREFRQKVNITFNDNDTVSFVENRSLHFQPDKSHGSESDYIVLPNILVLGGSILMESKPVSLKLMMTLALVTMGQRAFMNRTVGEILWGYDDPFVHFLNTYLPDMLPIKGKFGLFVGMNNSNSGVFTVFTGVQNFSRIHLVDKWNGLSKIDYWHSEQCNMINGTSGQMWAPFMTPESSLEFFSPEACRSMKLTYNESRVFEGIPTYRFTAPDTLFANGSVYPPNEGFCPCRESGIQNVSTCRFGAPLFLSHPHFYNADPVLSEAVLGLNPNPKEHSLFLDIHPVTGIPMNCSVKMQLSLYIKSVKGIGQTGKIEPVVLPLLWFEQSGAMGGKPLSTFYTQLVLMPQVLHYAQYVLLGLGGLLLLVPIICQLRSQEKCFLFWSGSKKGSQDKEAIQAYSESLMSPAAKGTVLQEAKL
# PvdQ acylase: blocks Pseudomonas aeruginosa PvdQ acylase activity | purified PvdQ acylase, fluorescence plate reader | inhibition, % at 10 µM | 340,000 compounds, 0.063% hits | AID 488965; in the data active means inhibition above about 30%, passing the limit was not always enough;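 further: 0% = vehicle neutral wells and 100% = reference inhibitor wells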
# Active calls of the source: *; nt = no result given.
SMILES,dFosB activator,NSD2 inh,HTR5A inv ag,HTR5A ag,Wnt bcat act,MITF TRPM1 HTS,CDK5 p35 inh,V-ATPase pHluor,SR-BI DiI inh,PvdQ acylase
CCC(C)c1ccc(N(C(=O)c2ccco2)C(C(=O)NC2CCCC2)c2cccnc2)cc1 (centres undefined),-12.5,3.5,11.6,-4.4,5.4,28.0,2.2,-1.9,nt,-2.0
CCOC(=O)N/N=C\c1ccccc1OC/C=C/c1ccccc1,2.5,-2.5,21.5,0.6,41.5*,49.4,0.6,-1.6,26.2,1.3
Cc1cc(C)cc(-n2ccnc2SCC(=O)Nc2nccs2)c1,-1.9,1.5,-1.8,-1.0,-1.6,-0.9,-0.4,-0.1,-23.8,-2.7
CCCCc1nc(SCC(=O)Nc2ccc(S(N)(=O)=O)cc2)n[nH]1,-1.6,13.5,6.3,-2.6,nt,0.4,-1.4,0.6,-11.1,-11.0
COc1c(C)cc(C(=O)C2CCCN(Cc3cnc(N4CCOCC4)s3)C2)cc1C (centres undefined),-6.9,4.8,-12.1,3.8,-2.6,0.6,-5.0,-1.5,-3.1,-14.6
Fc1cccc(NCc2ccoc2)c1,-2.6,-0.8,20.9,-2.9,3.6,1.3,-1.2,1.3,9.8,-6.0
Cc1ccc(-n2c(SCC(=O)NCc3ccco3)nc3nc4c(cc3c2=O)COC(C)(C)C4)cc1,2.6,4.4,-1.0,0.3,-1.0,-9.9,-2.6,2.1,-7.9,-16.6
CC(=O)c1sc(NC(=O)Cc2c(F)cccc2Cl)nc1C,-0.5,-0.8,-3.0,-3.9,6.6,-13.4,-1.5,1.4,nt,-6.7
Cc1ccc(NC(=O)C2CCCN(c3nccc(C)n3)C2)c(C)c1 (centres undefined),0.6,-5.8,-13.7,5.1,-1.3,-8.5,0.3,-4.3,-5.3,-3.1
OCCC1CN(C2CCC2)CCN1Cc1ccc(F)c(F)c1 (centres undefined),3.3,1.1,-29.3,7.8,-1.6,nt,-1.0,2.2,4.9,-1.5
COc1ccc(S(=O)(=O)Nc2ccc3c(c2)n(C)c(=O)n3C)cc1C,-7.2,0.9,1.2,1.2,-0.5,-15.5,0.9,-5.3,nt,4.8
CCn1c(SCC(=O)N2CCC(C(N)=O)(N3CCCCC3)CC2)nc2ccccc2c1=O,-5.6,-2.7,-1.0,-1.0,nt,2.8,0.1,-0.4,nt,11.4
CC(C)Cn1c(SCC(N)=O)nnc1-c1cccc(S(=O)(=O)N2CCOCC2)c1,1.5,-0.7,-4.4,1.8,-5.4,10.9,1.4,3.2,-20.2,-3.1
CC(=O)Nc1ccc(C(=O)N/C(=C\c2ccccc2)C(=O)Nc2cccc(C(=O)O)c2)cc1,-2.7,nt,3.3,-0.6,-0.4,5.1,0.9,0.6,nt,12.4
Cc1cccc(C)c1NC(=O)CCCSc1nc2ccccc2s1,-10.1,-1.0,-48.9,7.1,-0.7,-1.5,-0.7,2.4,7.4,-20.8
CCOC(=O)CCCNC(=O)COC(=O)c1cc(C)cc(C)c1,-2.6,2.7,-15.7,-0.1,0.0,7.2,-0.1,16.4,-4.5,-10.0
Cc1ccc(C(=O)Cn2c(=N)n(CCN3CCOCC3)c3ccccc32)cc1,-8.5,nt,nt,nt,9.1,-7.1,-2.2,6.8,22.1,-10.7
COc1ccc(CCNC(=O)COc2ccc(C)nc2[N+](=O)[O-])cc1OC,-6.9,-1.4,0.3,-0.1,2.6,-15.6,1.7,-0.3,-9.0,-9.3
COc1ccccc1CN1CC(C(=O)NCc2nc3ccccc3n2C)CCC1=O (centres undefined),-12.1,0.1,-23.9,2.8,0.7,-9.6,1.2,3.0,-3.9,-15.7
O=C(COc1ccc2ccccc2c1)NNC(=O)c1ccc([N+](=O)[O-])cc1,-4.9,-2.3,-9.4,3.3,-1.5,-10.9,1.0,0.2,59.6,-3.6
CC(=O)NCCC(=O)Nc1nc(C)c(Cc2ccc3c(c2)OCO3)s1,-1.1,-0.6,-4.5,-1.4,4.7,1.9,0.1,-2.4,5.4,-5.9
CCCn1ncc(CN2CCC(n3nccc3NC(=O)c3ccccc3Cl)CC2)c1C,-9.9,-0.1,-19.4,1.3,-0.5,8.9,-0.2,-3.1,-4.2,3.1
CC(=O)Nc1ccc(S(=O)(=O)Nc2ccc(N3CCOCC3)cc2)cc1,-8.3,1.3,-15.0,5.9,nt,5.9,1.1,-3.9,4.0,-11.3
CCCCn1c(-c2nonc2NC(=O)c2ccccc2Cl)nc2ccccc21,0.7,nt,6.1,5.5,-12.0,-17.1,-1.3,0.8,3.7,-4.7
CCOCCCNC(=O)CN1C(=O)/C(=C/c2ccccc2C)Sc2ccccc21,-10.5,-0.1,-0.7,-1.6,-2.4,-8.5,0.7,2.9,11.2,-4.3
CCOC(=O)c1cnn(-c2nc(OC)cc(OC)n2)c1C(F)(F)F,-10.6,-0.5,10.7,2.4,-0.6,-8.3,nt,-0.9,20.6,-6.7
O=C(COC(=O)c1c[nH]c(=O)[nH]c1=O)NCc1ccccc1,8.5,-1.6,5.3,-2.2,-0.4,-0.5,-3.8,2.0,-3.1,-21.5
COc1cc2nc(SCC(=O)NCCc3ccccc3)n(Cc3ccco3)c(=O)c2cc1OC,-1.5,-0.1,-25.4,9.2,nt,nt,-0.4,-2.5,-2.8,20.5
CCN(CC)CCNC(=O)c1ccc(NC(=O)c2cn(-c3ccc(F)cc3)nc2-c2cccc(OC)c2)cc1,-78.4,3.6,7.7,3.2,-5.3,-96.0,0.4,-0.4,nt,-8.0
O=C(CN1C(=O)C2C3C=CC(C3)C2C1=O)OCC(=O)c1ccc(Cl)cc1 (centres undefined),-2.1,-1.4,8.3,-3.5,-2.1,3.0,-1.0,-3.1,-7.6,-4.7

# Arranged by the number under CDK5 p35 inh (lowest first): some entries from above.
Compound	dFosB activator	NSD2 inh	Wnt bcat act	MITF TRPM1 HTS	CDK5 p35 inh	V-ATPase pHluor	SR-BI DiI inh	PvdQ acylase
O=C(CN1C(=O)C2C3C=CC(C3)C2C1=O)OCC(=O)c1ccc(Cl)cc1 (centres undefined)	-2.1	-1.4	-2.1	3.0	-1.0	-3.1	-7.6	-4.7
CCCn1ncc(CN2CCC(n3nccc3NC(=O)c3ccccc3Cl)CC2)c1C	-9.9	-0.1	-0.5	8.9	-0.2	-3.1	-4.2	3.1
CC(=O)NCCC(=O)Nc1nc(C)c(Cc2ccc3c(c2)OCO3)s1	-1.1	-0.6	4.7	1.9	0.1	-2.4	5.4	-5.9

# (list continues)
SMILES,dFosB activator,NSD2 inh,HTR5A inv ag,HTR5A ag,Wnt bcat act,MITF TRPM1 HTS,CDK5 p35 inh,V-ATPase pHluor,SR-BI DiI inh,PvdQ acylase
CC1=C(C(N)=O)C(c2cccs2)n2ncnc2N1 (centres undefined),-1.4,9.5,8.2,7.0,-4.6,-8.6,-0.4,-0.9,1.7,2.1
Cn1c(CCCNC(=O)c2ccco2)nc2ccccc21,-8.4,30.0,4.7,-1.3,-0.4,9.0,-1.9,1.3,-4.0,-11.1
COc1cc(/C=N/NC(=O)CCn2nc(C)cc2C)ccc1O,3.2,-0.7,-22.8,-0.7,-7.0,5.9,-1.7,0.5,nt,-7.4
CCOC(=O)c1cc(-c2ccco2)nc2c1c(C)nn2CCC#N,-17.6,-7.4,15.2,0.3,-1.8,-7.9,0.0,0.0,-0.7,-7.4
CC(C)(C)c1nnc(NC(=O)COc2ccc3c(c2)OCO3)s1,-2.2,-1.2,-12.6,5.0,-2.1,85.0*,0.5,-3.5,-3.6,8.5
N#CC1=C(N)Oc2cc(N)ccc2C1c1cc(Br)cs1 (centres undefined),-5.0,2.8,-7.5,2.0,-0.6,-12.0,-0.6,4.5,-7.6,-1.2
Cc1ccc(C(=O)COC(=O)C2C3C=CC(C3)C2C(=O)OCC(=O)c2ccc(C)c(C)c2)cc1C (centres undefined),-14.8,-3.0,3.7,-1.4,-2.5,16.7,-3.7,-0.8,10.9,-10.0
Cc1cnc(NS(=O)(=O)c2ccccc2)c(Br)c1,-0.9,-6.3,-4.7,-0.8,3.3,-2.2,-0.4,-0.4,-6.0,-11.2
Cc1ccc(S(=O)(=O)N2CCOCC2)cc1NC(=O)COC(=O)/C=C/c1ccc(F)cc1,81.2*,12.6,-2.7,0.7,-3.2,6.6,-0.9,-3.6,8.0,-19.0
CCOC(=O)Cc1csc(/C(=N/O)C(N)=O)n1,-1.0,31.8,-3.4,-2.9,-0.3,-5.1,-2.3,1.5,-16.4,-10.1
Cn1c2ccccc2c2cc(C(=O)NNC(=O)CCl)sc21,0.0,3.1,-23.6,4.9,-1.6,-37.8,-1.2,1.2,16.4,-0.8
C/C(=N\NC(=O)c1cc(C)nc2ccccc12)c1cccc(Cl)c1,-16.5,-1.3,-14.1,0.9,-0.8,1.5,0.9,-4.6,22.2,-15.6
CN(C(=O)C1CCCN(c2ncnc3c2nc2n3CCCCC2)C1)c1cccc(Cl)c1 (centres undefined),-14.7,-0.4,13.3,4.3,-7.6,-14.4,-1.2,2.5,nt,-12.2
CC(C)C(=O)Nc1ccc(C(=O)NCc2cccnc2)cc1,1.7,-0.9,-0.3,0.6,nt,0.9,-0.8,3.3,-2.2,3.9
O=C(CN1CCN(S(=O)(=O)c2ccccc2)CC1)NC(=O)NCc1ccco1,-10.3,3.9,-6.7,2.4,0.0,-8.4,0.2,4.6,-14.9,-6.0
CSCCCN1CCCC(CO)(Cc2ccccc2F)C1 (centres undefined),0.0,-1.5,6.1,-1.6,4.3,nt,-1.0,-0.9,-10.6,8.3
Cc1cccc(NC(=S)N2CCN(Cc3ccc4c(c3)OCO4)CC2)c1C,-3.1,3.3,10.4,1.5,nt,-2.2,-1.6,0.5,nt,-11.7
COc1cccc(/C=N/NC(=O)CN2C(=O)NC3NC(=O)NC32)c1 (centres undefined),5.7,-1.3,-3.1,0.0,4.2,-0.2,0.2,3.4,-31.4,-12.3
CCOC(=O)N1CCN(S(=O)(=O)N2CCCC(C(=O)NCCCN3CCC(C)CC3)C2)CC1 (centres undefined),1.5,0.0,11.8,-3.1,-0.2,1.3,-0.5,1.5,-17.1,3.2
N#Cc1c2ccc(OCC(N)=O)cc2n2ccccc12,0.0,-1.0,3.9,1.8,0.3,2.1,-2.5,-3.0,12.2,-9.2
O=S(=O)(c1cccc2nsnc12)N1CCN(Cc2ccccc2)CC1,-4.7,4.3,-6.6,3.2,-1.4,-7.8,-0.6,0.7,-4.4,-6.8
CC(C)(C)c1nc(SCC(=O)N2CCCC2)c2ccccc2n1,-4.8,-0.1,2.5,-0.9,-1.7,0.5,1.0,0.5,18.9,-5.2
COc1cccc(CNc2ncc(C(=O)Nc3cc(OC)c(OC)c(OC)c3)c(C)n2)c1,7.3,-12.4,-11.8,3.2,1.1,-32.6,-0.3,2.1,47.0,-16.3
CC(C)(C)c1ccc(-c2nc3cc(N)ccc3o2)cc1,-14.0,-5.7,20.0,1.2,-2.4,-10.4,-0.3,-0.3,-15.1,-4.7
C[C@@H](C(=O)N=c1sc2ccccc2n1C)N1C(=O)C2CC=CCC2C1=O (some centres undefined),-10.8,-0.7,-0.1,0.0,3.5,4.8,-1.1,2.2,12.0,-7.7
Cn1c2ccc(Cl)cc2c2nc3ccccc3nc21,-51.7,nt,-8.7,3.4,1.6,0.2,0.1,-4.4,9.2,-11.5
C#CCSc1nnc(CNS(=O)(=O)c2ccc(Br)cc2)n1C,-7.2,-0.3,13.2,2.0,0.1,-3.8,2.5,-3.5,-33.8,-7.3
COc1cccc(NC(=O)Cn2nnc(C(=O)Nc3ccccc3)c2N)c1,1.5,31.0,5.2,-1.7,nt,nt,-1.8,0.7,46.5,-14.6

# Compounds as they come; 5% or so of the library scored in one or more.
